Source: PubChem (The Scripps Research Institute Molecular Screening Center)
GPR151 ag – activates the human receptor GPR151; Q8TDV0; PathHunter beta-arrestin GPR151 cells, luminescence; activation, % at 11.2 µM; 650,000 tested, 1% active; AID 1508602; in the data active = activation above about 4.9%;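 note: 0% = median of compound wells and 100% = cells with positive control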
Target sequence (Q8TDV0 whole entry, looked up): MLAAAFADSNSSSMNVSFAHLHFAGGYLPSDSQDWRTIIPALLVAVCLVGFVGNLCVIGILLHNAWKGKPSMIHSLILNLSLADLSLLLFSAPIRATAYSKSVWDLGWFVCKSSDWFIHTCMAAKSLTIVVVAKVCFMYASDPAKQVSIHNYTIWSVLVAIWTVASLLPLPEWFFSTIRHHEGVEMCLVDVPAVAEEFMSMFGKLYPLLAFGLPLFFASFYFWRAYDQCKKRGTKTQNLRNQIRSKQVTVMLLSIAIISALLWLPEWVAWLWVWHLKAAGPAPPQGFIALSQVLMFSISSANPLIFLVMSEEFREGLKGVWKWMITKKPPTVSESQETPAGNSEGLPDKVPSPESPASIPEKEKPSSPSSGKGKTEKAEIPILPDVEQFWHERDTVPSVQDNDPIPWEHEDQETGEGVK
TEAD-YAP block – TEAD-YAP interaction inhibition. HEK-TIYL cells, TEAD-Gal4/YAP UAS-luciferase luminescence. inhibition, % at 9.12 µM. 640,000 tested, 1.4% active. AID 1259422; in the data active = inhibition above about 32%;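 note: 0% = median of test compound wells and 100% = reference inhibitor wells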
FBW7 act – human FBW7 E3 ligase activation, primary screen; Q969H0; normalized activity (activation), % at 26.1 µM; AlphaScreen FBW7–phospho-cyclin E peptide binding, activator screen; 650,000 tested, 0.13% active; in the data active = normalized activity above about 1.9%;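 note: purified mutant Fbw7 with reduced substrate affinity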
Target sequence (Q969H0 whole entry, looked up): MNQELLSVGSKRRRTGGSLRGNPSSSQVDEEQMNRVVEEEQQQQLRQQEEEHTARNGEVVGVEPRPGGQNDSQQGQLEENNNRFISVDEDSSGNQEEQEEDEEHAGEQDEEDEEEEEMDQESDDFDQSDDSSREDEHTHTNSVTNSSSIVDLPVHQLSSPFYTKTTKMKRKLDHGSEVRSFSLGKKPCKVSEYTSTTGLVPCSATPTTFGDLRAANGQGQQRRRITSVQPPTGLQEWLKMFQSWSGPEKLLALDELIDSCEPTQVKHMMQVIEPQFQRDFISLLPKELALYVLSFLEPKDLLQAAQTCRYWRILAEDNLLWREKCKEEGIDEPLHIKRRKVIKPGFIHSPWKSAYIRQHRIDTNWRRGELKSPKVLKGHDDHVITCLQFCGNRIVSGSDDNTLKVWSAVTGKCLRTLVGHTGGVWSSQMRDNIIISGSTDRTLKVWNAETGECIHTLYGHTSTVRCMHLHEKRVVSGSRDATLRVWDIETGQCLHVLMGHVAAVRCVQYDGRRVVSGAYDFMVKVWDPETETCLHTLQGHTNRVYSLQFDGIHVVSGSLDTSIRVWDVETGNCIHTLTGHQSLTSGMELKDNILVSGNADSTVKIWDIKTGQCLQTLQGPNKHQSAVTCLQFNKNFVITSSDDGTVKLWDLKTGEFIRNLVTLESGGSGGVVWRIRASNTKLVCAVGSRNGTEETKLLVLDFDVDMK
MITF inh – blocks human microphthalmia-associated transcription factor | AlphaScreen MITF homodimerization, bead proximity signal | inhibition, % at 2.6 µM | 650,000 tested, 0.91% active | AID 1259374; in the data active = inhibition above about 50%;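 note: 0% = vehicle wells with protein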
* hit, by the source's call; & = joins results of further samples. An unsorted share of the library. Share with any hit: about 3.4%.

SMILES	GPR151 ag	TEAD-YAP block	FBW7 act	MITF inh
CCc1ccc(OCCOCCNC(C)C)cc1	0.5	-0.1	-0.1	35.3
CCOC(=O)NC1(C(F)(F)F)NC(=O)N(c2ccc(C)c(C)c2)C1=O (stereo not given)	-0.6	12.2	-0.1	1.7
COc1cc(OC)cc(C(=O)NC2CCNCC2)c1	-1.5	3.5	0.2	16.6
COc1ccc(/C(C)=N/NC(=O)Cc2ccc(Cl)cc2)cc1	1.7	-2.8	0.1	3.4
Cc1cccc(CN2C(=O)CSc3ccc(C(=O)NCC4CCCO4)cc32)c1 (stereo not given)	-0.4	6.9	0.1	11.3
CCOC(=O)c1ccc(-n2c(C)cc(/C=C3\NC(=S)NC3=O)c2C)cc1	-1.1	-4.1	-0.1	-4.8
COc1ccc(S(=O)(=O)NCC2COC3(CCCC3)O2)c(OC)c1 (stereo not given)	1.3	11.9	0.7	14.9
NC(c1ccc(Br)cc1)c1nc(-c2ccncc2)no1 (stereo not given)	1.2	1.2	-0.2	5.9
COc1ccc(/C=C(/NC(=O)c2ccc(Br)cc2)C(=O)N2CCOCC2)cc1	0.3	-4.9	0.0	-0.9
CCOC(=O)C1c2ccc(Br)c(OCC(=O)Nc3c(C)cccc3C)c2SC1NC(C)=O (stereo not given)	0.6	3.8	0.2	0.2
O=C(Cc1cccc2ccccc12)N1CCN(c2ccccc2)CC1	1.3	7.0	0.1	8.3
CN1C(=O)C(C)(C)c2cc(S(=O)(=O)N3CCCC3C(=O)NC3CCCCC3)ccc21 (stereo not given)	-0.3	-0.8	0.0	-13.3

An excerpt of these results, with bars between the fields:
SMILES | GPR151 ag | TEAD-YAP block | FBW7 act | MITF inh
CCOC(=O)NC1(C(F)(F)F)NC(=O)N(c2ccc(C)c(C)c2)C1=O (stereo not given) | -0.6 | 12.2 | -0.1 | 1.7
CCOC(=O)C1c2ccc(Br)c(OCC(=O)Nc3c(C)cccc3C)c2SC1NC(C)=O (stereo not given) | 0.6 | 3.8 | 0.2 | 0.2
CN1C(=O)C(C)(C)c2cc(S(=O)(=O)N3CCCC3C(=O)NC3CCCCC3)ccc21 (stereo not given) | -0.3 | -0.8 | 0.0 | -13.3
COc1ccc(/C(C)=N/NC(=O)Cc2ccc(Cl)cc2)cc1 | 1.7 | -2.8 | 0.1 | 3.4
CCOC(=O)c1ccc(-n2c(C)cc(/C=C3\NC(=S)NC3=O)c2C)cc1 | -1.1 | -4.1 | -0.1 | -4.8
COc1ccc(S(=O)(=O)NCC2COC3(CCCC3)O2)c(OC)c1 (stereo not given) | 1.3 | 11.9 | 0.7 | 14.9
O=C(Cc1cccc2ccccc12)N1CCN(c2ccccc2)CC1 | 1.3 | 7.0 | 0.1 | 8.3

Carrying on.
SMILES	GPR151 ag	TEAD-YAP block	FBW7 act	MITF inh
Cc1ccc(CC(=O)Nc2ccc(F)c([N+](=O)[O-])c2)cc1	3.6	8.1	-0.1	-20.4
O=C(NCc1nc2ccccc2[nH]1)c1ccc2nc(-c3csc4ccccc34)sc2c1	-0.2	-27.9	-0.1	-1.5
CC1CC(C)CN(S(=O)(=O)c2ccc(C(=O)Nc3ccc(S(N)(=O)=O)cc3)cc2)C1 (stereo not given)	3.2	-3.5	0.1	-1.6
CC1=C(C(=O)Nc2ccc(Br)cn2)C(c2ccc([N+](=O)[O-])cc2)C2=C(CC(C)(C)CC2=O)N1 (stereo not given)	-0.6	-9.8	0.0	4.5
CCC(CO)NC(=O)Oc1cccc(C)c1 (stereo not given)	0.6	1.2	0.1	-7.7
COc1cccc(C(=O)Nc2cccc(Nc3ccc(-c4ccncc4)cn3)c2)c1	-0.6	-42.1	-0.6	11.7
Cc1nc(N2CCC(C)CC2)c2c(C)c(C(=O)Nc3ccc(Br)cc3C)sc2n1	0.8	13.9	-0.1	9.7
COc1cccc(N2C(=O)CC(Sc3ncn[nH]3)C2=O)c1 (stereo not given)	3.6	-4.0	-0.1	-3.8
CCC(C)NC(=O)C(=O)NCC1OCCc2ccccc21 (stereo not given)	-1.8	-12.4	-0.2	-14.4
COc1cc(NC(=O)c2sc3nc4cc5c(cc4cc3c2N)OCCO5)cc(OC)c1	0.8	-8.0	-0.1	7.5
O=C(Nc1nonc1NC(=O)c1ccccc1F)c1ccccc1F	-1.9	-2.6	0.1	11.1
COc1ccc(N(C(=O)C23CC4CC(CC(C4)C2)C3)C2C=CS(=O)(=O)C2)cc1 (stereo not given)	0.9	-5.6	-0.1	-0.8
Cc1cc(C)nc(NC(=O)CCN2C(=O)C3C4C=CC(C4)C3C2=O)n1 (stereo not given)	-0.6	6.6	-0.1	17.1
Cc1occc1-c1nnc(SCc2nc3ccccc3s2)n1C	-0.3	-18.5	-0.1	5.5
Cc1cc(C)cc(NS(=O)(=O)c2ccc(-c3cc(C)no3)cc2)c1	8.2*	57.9*	0.1	-11.4
N#Cc1c(-c2ccccc2)cc2c(c1N)c(=O)oc1ccccc12	-0.4	-1.1	0.0	9.1
COc1cccc(NC(=O)C2CC(=O)OC23CCCC3)c1 (stereo not given)	2.9	-0.7	-0.2	2.7
CCSc1ncc(Cl)c(C(=O)NCc2ccccc2)n1	1.0	-12.2	-0.1	3.2
O=C(NCCCc1ccncc1)C1CC12CCN(C(=O)c1ccc(-c3ccco3)cc1)CC2 (stereo not given)	1.7	10.7	0.2	26.6
CC1C2(C)OC(=N)C(C#N)(C(c3cccc(F)c3)O2)C1(C#N)C#N (stereo not given)	-0.9	-0.7	0.6	19.3
COc1ccc(C)cc1NC(=O)C(=O)NCC1CCCO1 (stereo not given)	-0.7	-8.3	0.0	0.0
O=[N+]([O-])c1ccc(Sc2nnc(Cc3ccccc3)n2-c2ccccc2)nc1	-1.0	10.3	0.2	11.5
Cc1c(Cl)cccc1Nc1ncccc1C(=O)O	1.6&-1.0	-8.5	-0.1&-0.1	-4.6&0.3
O=C(Cc1ccc(NS(=O)(=O)c2ccc(F)cc2F)cc1)N1CCCC1	-0.5	0.3	0.4	9.3
COc1cc(S(=O)(=O)N2CCCc3ccccc32)ccc1Cl	0.4	58.4*	0.9	4.8
COc1ccc(NC(=O)C(=O)N/N=C/c2ccc(O)c(OC)c2)cc1	-0.4	13.7	24.7*	-64.5
Cc1cc(C)nc(NS(=O)(=O)c2ccc(NC(=S)NC(=O)C3CCCC3)cc2)n1	-1.8	-2.2	0.0	20.3
O=C1c2ccccc2C(=O)N1c1ccc(Cl)cc1Cl	3.6	16.5	-0.3	1.4
NNC(=O)CNC(=O)c1ccc(Cl)cc1	1.1	6.8	0.2	-3.3
CCOC(=O)C1=C(C)N=c2s/c(=C/c3c(-c4ccccc4)[nH]c4ccccc34)c(=O)n2C1c1ccc(OC)c(OC)c1 (stereo not given)	1.3	-6.2	-0.3	-5.1
COc1ccccc1OCC(=O)N/N=C/c1cccc([N+](=O)[O-])c1	0.0	-5.4	0.0	15.3
CCOC(=O)N1CCN(C(=O)CN(c2cccc(C)c2C)S(C)(=O)=O)CC1	-0.7	11.9	0.0	11.2
CC1(C)OC2OC(C(=O)Nc3cc(F)ccc3F)C3OC(C)(C)OC3C2O1 (stereo not given)	-0.1	-4.9	-0.1	10.7
CC1CCN(c2ccc3nnc(CCC(=O)Nc4ccc(Cl)cn4)n3n2)CC1	0.0	-13.8	0.0	-2.3
C/C(=N\NC(=O)c1ccc(Cl)cc1)c1ccc(F)cc1	-0.5&-0.6	-16.5&-10.5	0.3&0.0	16.0&7.0
COc1ccc(C2N(C(=O)C(F)(F)F)CCN2S(=O)(=O)c2ccccc2)cc1 (stereo not given)	-1.5	-1.1	0.2	8.2
O=C1CC(C(=O)Nc2ccc(C(=O)Nc3cccc([N+](=O)[O-])c3)cc2)C2(CCCCC2)O1 (stereo not given)	-1.1	7.5	0.2	3.0
COc1ccc(CCNC(=O)c2nnn(Cc3ccc(SC)cc3)c2N)cc1OC	0.2	6.4	-0.2	-5.1
O=C(COc1cccc(Br)c1)OCc1csc(Nc2ccccc2)n1	-0.3	-22.1	0.1	-3.7
Cc1ccc(/C=N/NC(=O)c2cc(Cl)ccc2O)o1	0.0	-19.1	0.0	1.1
COc1ccc(S(=O)(=O)N(C)CC(=O)NC2CC2)cc1C	-1.4	-7.9	0.2	5.8
Cc1onc(-c2ccccc2)c1C(=O)Nc1ccc(S(N)(=O)=O)cc1	-0.2	8.4	0.7	-2.2
CC1=C(C(=O)Nc2ccccc2)C(c2ccccc2OCc2ccccc2)n2nnnc2N1 (stereo not given)	-1.3	4.1	0.0	8.2
CCC(C)C(=O)Nc1ccc(NC(=O)C(C)CC)c([N+](=O)[O-])c1 (stereo not given)	-1.0	-26.2	-0.1	-3.0
O=C(CSc1cn(CCNC(=O)c2cccc(C(F)(F)F)c2)c2ccccc12)Nc1ccc(F)cc1	-0.7	2.5	0.0	7.2
COc1ccc(NC(=O)c2ccc(CN3CCc4ccccc4C3)cc2)cc1Cl	-0.5	12.8	0.4	15.7
CC1c2cccn2CCN1C1CCN(c2ccc(C(=O)NCc3cccnc3)cc2)CC1 (stereo not given)	-0.7	5.0	0.0	8.8
O=C(NCc1ccccc1Cl)C1CCN(CC2CC=CCC2)CC1 (stereo not given)	-1.3	13.9	-0.1	42.0
Cc1ccc(-n2ncc3c(NCCc4ccc(S(N)(=O)=O)cc4)ncnc32)cc1	0.0	-4.4	0.0	-15.9
CCN(CC)S(=O)(=O)c1cc(C(=O)Nc2ccccc2C)ccc1C	-0.7	-12.0	0.4	5.2
CSCCC(NS(=O)(=O)c1cccs1)C(=O)N1CCCCC1 (stereo not given)	-0.1	-0.2	-0.1	2.4
Cc1ncn(-c2ccc(Nc3ncc4cccc(-c5ccc6cnn(C)c6c5)c4n3)cc2)n1	1.2	30.7	0.1	-3.5
Cc1n[nH]c(=O)n1-c1ccc(Br)cc1	0.6	4.8	0.1	-4.4
Clc1cccc(OCCNCc2ccco2)c1	2.1	-11.8	-0.2	29.6
CC(C)OCCCNCC(O)COCc1ccccc1Cl (stereo not given)	-0.3	0.4	-0.2	37.0
CCOC(=O)C1=C(C)N=c2s/c(=C/c3ccc(-c4ccccc4[N+](=O)[O-])o3)c(=O)n2C1c1ccc(N(C)C)cc1 (stereo not given)	-1.2	1.3	0.6	26.5
CCOC(=O)N/N=C(\C)c1ccc(C)cc1C	-0.3	-13.5	-0.2	-8.7
COC(=O)C1=C(N)Oc2cc(C)n(CC3CCCO3)c(=O)c2C1c1ccc(Cl)cc1 (stereo not given)	-0.7	0.8	2.3*	-21.4
CC1(C)CC(=O)C=C(NC2CCS(=O)(=O)C2)C1 (stereo not given)	-0.8	-22.7	0.2	-3.4
COc1cccc(NC(=O)Cn2cnc3sc(C)c(S(=O)(=O)N4CCCCC4)c3c2=O)c1	-1.5	1.6	0.0	6.8
Continuation.
SMILES	GPR151 ag	TEAD-YAP block	FBW7 act	MITF inh
CCC(C)c1ccc(NC(=O)CSc2ncn[nH]2)cc1 (stereo not given)	-1.0	-1.2	0.1	-6.5
CCCn1c(SCc2nc3ccccc3s2)n[nH]c1=O	-0.8	-8.9	-0.1	-3.4
CCCCCCCC(O)CCC(=O)N/N=C/c1ccccc1O (stereo not given)	0.9	3.1	-0.2	-4.9
CN1C(=O)CCC12CCN(Cc1cnn(-c3ccccc3)c1)CC2	-0.4	-2.9	0.0	-14.7
CCN(CC)C(C(=O)NC1CCCC1)c1cc2c(cc1[N+](=O)[O-])OCO2 (stereo not given)	1.1	-14.2	-0.3	2.0
Cn1ccc2c([N+](=O)[O-])cccc2c1=O	-1.3	-24.2	0.1	12.0
COc1ccc(/C(C)=N\NC(=O)COc2ccc(C)c(C)c2)cc1[N+](=O)[O-]	-1.6	5.6	0.5	12.6
CN1CCN(C(=O)c2ccc(-c3cc(NC4CCN(Cc5ccccc5)CC4)ncn3)cc2)CC1	-2.1	-2.8	0.2	10.7
Cc1ccc(NC(=O)CCCOc2ccc(Cl)cc2Cl)cc1C	-0.5	11.7	0.1	18.1
COc1ccccc1-c1ccc(N2CCC(C(C)=O)(c3ccccc3)CC2)nn1	-0.3	3.8	-0.8	2.2
CC1=C(C(=O)Nc2ccccc2)C(c2cccs2)C(C#N)=C(SCC(=O)O)N1 (stereo not given)	1.2	4.6	-0.1	4.0
CC(C)N(C(=O)COC(=O)c1ccc(C#N)cc1)C(C)C	-0.4	3.8	-0.2	-11.2
O=C(N/N=C/c1ccc(-c2cccc([N+](=O)[O-])c2)o1)c1ccccc1[N+](=O)[O-]	1.8	8.5	0.0	6.9
O=C(Nc1c(C(=O)N2CCOCC2)cnn1-c1ccccc1Cl)c1ccco1	0.3	3.2	0.4	21.1
COc1ccc(Br)cc1C(=O)N/N=C/c1cccnc1	0.2	-6.0	0.0	-9.6
CCCc1cc(=O)oc2cc(OCC(=O)NCc3cccs3)ccc12	1.1	2.1	0.1	0.5
NC1=NC(c2ccccc2[N+](=O)[O-])n2c(nc3ccccc32)N1 (stereo not given)	0.7	-0.9	-0.1	2.7
Cc1ccc(Cl)cc1N1CCN(C(=O)c2ccc3c(c2)NC(=O)c2ccccc2S3)CC1	-0.2	8.6	0.2	9.0
COc1ccccc1CNS(=O)(=O)c1ccc(F)c(C(=O)Nc2ccc(F)c(Cl)c2)c1	0.4	0.6	0.0	2.6
CCN1CCN(CC(=O)c2ccc(C)cc2)CC1	1.2	-7.6	-0.1	43.3
O=C(NC1CC1)[C@H]1C=CCN1S(=O)(=O)Cc1ccccc1	-0.6	3.3	0.1	3.4
COC(=O)c1ccccc1N(C)C(=O)C12CCC(C)(C(=O)O1)C2(C)C (stereo not given)	-0.4	-10.8	0.1	-4.8
O=C(Nc1c2c(nn1-c1ccc(F)cc1)CS(=O)(=O)C2)c1ccccc1Cl	1.7	4.5	-0.1	-11.8
COc1cccc2cc(C(=O)N3CCC(C)CC3)c(=O)oc12	-0.8	-3.9	0.1	-1.7
